# Screening results as filed in PubChem BioAssay.
# GRK2 aptamer HTS: blocks RNA aptamer binding to human GRK2. hit rate 0.59% among 330,000. AID 488847. inhibition of aptamer binding, % at 10 µM. P25098. bead flow cytometry, FAM-aptamer displacement from GRK2;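 active means inhibition of aptamer binding above 40%, roughly 3 SD of noise, on plates passing a quality check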;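 further: median bead fluorescence of bound FAM aptamer so fluorescent compounds give negative values; no value below 0 was filed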
# Target sequence (P25098 whole entry, looked up): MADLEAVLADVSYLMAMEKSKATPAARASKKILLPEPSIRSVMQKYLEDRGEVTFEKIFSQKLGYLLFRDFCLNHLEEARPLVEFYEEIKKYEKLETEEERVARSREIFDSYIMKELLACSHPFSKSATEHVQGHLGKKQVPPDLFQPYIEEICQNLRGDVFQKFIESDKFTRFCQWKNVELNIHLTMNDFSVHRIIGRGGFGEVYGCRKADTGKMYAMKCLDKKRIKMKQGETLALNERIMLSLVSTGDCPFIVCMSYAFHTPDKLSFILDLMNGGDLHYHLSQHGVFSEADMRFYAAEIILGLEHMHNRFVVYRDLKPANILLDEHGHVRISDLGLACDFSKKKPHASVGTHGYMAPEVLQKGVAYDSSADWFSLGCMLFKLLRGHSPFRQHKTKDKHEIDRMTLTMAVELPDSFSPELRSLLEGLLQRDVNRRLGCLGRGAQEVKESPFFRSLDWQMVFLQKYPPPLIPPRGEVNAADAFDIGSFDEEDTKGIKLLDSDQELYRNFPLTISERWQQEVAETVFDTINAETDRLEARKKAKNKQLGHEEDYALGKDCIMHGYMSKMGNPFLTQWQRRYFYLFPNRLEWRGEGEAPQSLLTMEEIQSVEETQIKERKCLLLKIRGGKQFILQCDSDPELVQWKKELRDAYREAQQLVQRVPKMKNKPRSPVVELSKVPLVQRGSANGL
# MEP2 TOR yeast: yeast TOR pathway MEP2-GFP modulation. hit rate 0.51% among 330,000. S. cerevisiae MEP2-GFP strain, flow cytometry GFP, 3 h; 100% = DMSO control level. GFP response vs DMSO, % at 10 µM;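 active means GFP response versus DMSO above a set limit, roughly screen mean plus 3 SD, cut at about 180% in these data; inconclusive means fewer than 70 cells counted for a yeast strain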;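 further: median GFP fluorescence of the barcode-gated MEP2-GFP cells per well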
# RPL19A TOR yeast: yeast TOR pathway RPL19A-GFP modulation; hit rate 0.3% among 330,000; S. cerevisiae RPL19A-GFP strain, flow cytometry, 3 h; stronger effect = lower value; percent response vs DMSO, % at 10 µM;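 active means percent response vs DMSO below 50%; inconclusive means fewer than 70 events counted for the yeast strain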;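 further: median channel GFP fluorescence of the barcoded RPL19A-GFP strain; ratio of sample median GFP to plate DMSO average so 100% = DMSO; lower means less RPL19A-GFP as with rapamycin TOR inhibition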
# JMJD2C inh: human JMJD2C demethylase inhibition; GST-JMJD2C(1-420) H3K9me3 demethylation, DELFIA europium; hit rate 0.069% among 330,000; Q9H3R0; inhibition, % at 2.35 µM; AID 2099;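 active means more than half of a compound's replicate wells show inhibition beyond 50%, single wells judged on their own value; inconclusive means some, but no more than half, of replicates pass 50% inhibition; inactive means no replicate passes 50% inhibition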;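 further: signal counts dimethyl H3K9 product captured on neutravidin plate; 0% = median of DMSO wells and 100% = 0.3 times that DMSO median; strong numbers were not always called active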
# Target sequence (Q9H3R0 1-420 limits assumed): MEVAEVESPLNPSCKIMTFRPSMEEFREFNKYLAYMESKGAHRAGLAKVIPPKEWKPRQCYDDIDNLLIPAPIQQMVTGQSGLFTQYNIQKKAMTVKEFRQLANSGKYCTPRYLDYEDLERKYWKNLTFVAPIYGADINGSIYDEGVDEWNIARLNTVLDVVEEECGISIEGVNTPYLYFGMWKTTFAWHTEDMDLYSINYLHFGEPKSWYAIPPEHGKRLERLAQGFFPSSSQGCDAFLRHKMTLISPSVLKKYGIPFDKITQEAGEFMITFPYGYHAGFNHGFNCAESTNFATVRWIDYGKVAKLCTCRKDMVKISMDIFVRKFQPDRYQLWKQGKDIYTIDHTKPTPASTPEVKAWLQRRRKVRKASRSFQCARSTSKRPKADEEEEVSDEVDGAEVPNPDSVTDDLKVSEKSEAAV
# CIT2 TOR yeast: modulators of TOR pathway CIT2-GFP in S. cerevisiae. S. cerevisiae CIT2-GFP strain, flow cytometry, 3 h; 100 means same as DMSO wells. GFP response vs DMSO, % at 10 µM. hit rate 0.065% among 320,000;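 active means GFP response relative to DMSO above a set limit, near the screen mean plus 3 SD, cut at about 150% in these data; inconclusive means Fewer than 70 cells measured for a yeast strain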;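 further: ratio of well median GFP fluorescence to mean of DMSO wells on the plate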
# VLA-4 inh: inhibition in a human VLA-4 binding assay; P13612; VLA-4 expressing cells, ligand binding flow cytometry; inhibition, % (about 7 µM as worked out from the volumes in the protocol); hit rate 0.2% among 330,000; AID 2557; in the data active means inhibition above about 50%
# AGP1 TOR yeast: modulators of TOR pathway AGP1-GFP in S. cerevisiae | S. cerevisiae AGP1-GFP multiplex flow cytometry, 3 h; GFP as percent of DMSO wells | GFP response vs DMSO, % at 10 µM | hit rate 0.02% among 320,000;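 active means GFP response relative to DMSO above a set limit, near screen average plus 3 SD, cut at about 150% in these data; inconclusive means fewer than 70 cells counted for the yeast strain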;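 further: median GFP channel fluorescence of the gated AGP1 strain per well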
# LAP4 TOR yeast: alters LAP4-GFP fluorescence in TOR pathway yeast screen. S. cerevisiae LAP4-GFP multiplex, flow cytometry GFP, 3 h; median GFP as percent of DMSO wells. GFP response vs DMSO, % at 10 µM. hit rate 0.34% among 320,000;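 active means GFP response vs DMSO above a set limit, about the screen mean plus 3 SD, cut at about 150% in these data; inconclusive means under 70 cell events counted for the yeast strain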
# * hit, by the source's call; u = inconclusive; x = no result given; & = joins results of further samples; [ ] = another dose, or the depositor's remark.
SMILES,GRK2 aptamer HTS,MEP2 TOR yeast,RPL19A TOR yeast,JMJD2C inh,CIT2 TOR yeast,VLA-4 inh,AGP1 TOR yeast,LAP4 TOR yeast
O=C(CN(Cc1ccco1)Cc1ccco1)Nc1cc(S(=O)(=O)N2CCCCC2)ccc1Cl,0,96,96,2,89,12,96,98
O=S(=O)(c1cccc(S(=O)(=O)N2CCCC2)c1)c1cccc(S(=O)(=O)N2CCCC2)c1,1,106,103,-14,107,-4,110,106
Cc1ccc(OCCCCN2CCC(C)CC2)c(Br)c1,0,99,102,5,100,8,97,90
COc1ccccc1-c1nc(C#N)c(N2CCN(c3ccccc3)CC2)o1,1,93,91,3,92,7,90,89
Fc1ccc(-c2nnc3ccc(N4CCc5ccccc5C4)nn23)cc1,0,99,98,-4,102,-7,100,103
COc1ccc(CNC(=O)Nc2cccc(Cl)c2)cc1,0,103,111,9,98,25,98,69
COc1ccc(-n2nnc3c(=O)n(CC(=O)N4CCCC4)cnc32)cc1,0,92,95,-5,95,17,93,95
COc1ccc(C2(c3ccc(OC)cc3)NC(=O)N(CC(=O)Nc3ccccc3C)C2=O)cc1,0,98,102,9,82,21,87,84
CCOc1ccc(C(=O)NCC(C)NC(=O)c2ccc(OCC)cc2)cc1 (stereo unspecified),0,108,105,-13,97,20,100,94
NC(=O)/C(=C/c1ccco1)NC(=O)c1ccc(Br)o1,4,99,102,4,101,4,96,92
Cc1nn(C)c(C)c1NC(=O)CN1CCC(O)(c2ccc3c(c2)OCO3)CC1,0,91,95,-2,x,6,93,89
O=C(NCCNS(=O)(=O)c1ccc(Cl)cc1)c1cc(OCC(F)(F)F)ccc1OCC(F)(F)F,0,102,101,6,92,4,107,99
Cc1ccc(C)c(-c2nnc(NC(=O)CCS(=O)(=O)c3ccc(F)cc3)o2)c1,0,104,101,-4,104,-3,99,94
O=C(CCSCc1ccccc1Cl)NC1CCCCC1,2,103,109,5,108,-2,107,107
CCCC(=O)c1c[nH]c(C(=O)NCc2ccco2)c1,0,113,102,-3,101,21,103,102
CN=Cc1sc2ccccc2c1O,0,94,108,10,67,7,74,96
COc1ccc(C(=O)NC2CCN(Cc3ccccc3)C2)cc1S(=O)(=O)N1CCOCC1 (stereo unspecified),0,94,96,4,97,-10,96,97
COc1ccc(CCNC(=O)Nc2ccccc2[N+](=O)[O-])cc1,1,102,93,11,90,18,87,110
CNC(=S)NNC(=O)COc1ccc(C)c(C)c1,0,101,90,-5,100,0,90,88
Cc1ccc(C2NC(c3ccc(C)cc3)C(C)C(=NO)C2C)cc1 (stereo unspecified),0,101,95,11,99,1,101,99
COC(=O)c1cccc(NC(=O)c2cnoc2C)c1,0,100,101,-4,108,-2,101,103
CCOC(=O)Cn1ncc2c3ccccc3n(CC(=O)OCC)c2c1=O,5,95,95,11,90,1,96,107
Cn1cc(SCC(=O)NCC2CCCO2)c2ccccc21 (stereo unspecified),0,95,103,11,107,-4,102,99
CN(C)S(=O)(=O)c1cccc(NC(=O)c2ccc3nccnc3c2)c1,4,95,96,-4,106,0,98,96
Cc1ccc(-c2nn(CCC(=O)NC(C)C)c(=O)c3ccccc23)cc1,0,105,103,0,101,-13,97,90
# Other entries follow.
SMILES,GRK2 aptamer HTS,MEP2 TOR yeast,RPL19A TOR yeast,JMJD2C inh,CIT2 TOR yeast,VLA-4 inh,AGP1 TOR yeast,LAP4 TOR yeast
CCOC(=O)c1c(NC(=O)CN2C(=O)NC(C)(c3ccccc3)C2=O)sc(C)c1C (stereo unspecified),0,105,100,2,99,-8,102,95
COc1ccc(NC(=O)CSCC(=O)N(C)CC(=O)Nc2cccc3ccccc23)cc1,0,113,106,-4,104,0,113,110
CC1CCN(C(=O)Cn2c3ccc(F)cc3c3nc4n(c(=O)c32)CCCS4)CC1,0,98,98,2,96,17,98,95
CCCNC(=O)c1ccc(N2CCC3(CC2)CC(c2ccccc2)=NO3)c(N)c1,1,95,96,-7,70,3,80,112
Cc1ccc(N(C(=O)c2ccco2)C(C(=O)NC2CCCC2)c2cccnc2)cc1 (stereo unspecified),0,101,102,-1,103,-2,107,99
O=C(Nc1nc(N2C(=O)c3ccccc3C2=O)n(-c2ccccc2)n1)c1ccccc1,0,101,103,-3,98,-3,101,97
COc1ccc(CNC(=O)CNC(=O)N2CC(=O)Nc3ccccc32)cc1,7,104,100,2,103,2,104,94
C=CCNC(=O)c1cccc(C(F)(F)F)c1,3,96,98,x,95,9,98,99
CC(CC(=O)O)C(=O)c1ccc(Cl)c([N+](=O)[O-])c1 (stereo unspecified),0,92[may fluoresce red],u,-25,85[may fluoresce red],-5,92[may fluoresce red],83[may fluoresce red]
Cc1ccc(C(=O)N2CCN(S(=O)(=O)c3ccccc3)CC2)cc1,2,105,99,-1,99,18,99,111
CC(C)NC(=O)CCn1ccc2cc(S(=O)(=O)N3CCCC3)ccc21,0,101,102,-31,96,8,107,106
COc1ccc(-n2nc(C(=O)NCC(=O)NC3CCCCCC3)c3ccccc3c2=O)cc1OC,2,104,105,-17,103,-3,96,99
O=C(c1ccc(Br)cc1)N(c1ccccn1)C1CCCCC1,1,97,96,7,96,17,102,113
NC(=O)C1CCN(C(=O)c2cc(S(=O)(=O)N3CCOCC3)c(Cl)cc2Cl)CC1,1,103,97,3,95,20,102,101
Cc1ccc(S(=O)(=O)Nc2ccc3c(c2)CCC3)cc1,0,73,106,1,96,0,108,107
Cc1ccc(CN2CCNC(=O)C2CC(=O)N(C)C(C2CC2)C2CC2)o1 (stereo unspecified),0,100,99,4,95,2,106,100
O=C(Nc1nnc(-c2ccc(Cl)cc2)o1)c1cccc(N2C(=O)CCC2=O)c1,0,99,93,5,98,-3,91,113
Cc1nc(SCC(C)C)[nH]c(=O)c1Cc1ccccc1,1,100,95,0,92,4,95,94
O=C(CCNC(=O)c1ccc(Cl)cc1)NC1CCCc2ccccc21 (stereo unspecified),1,93,90,2,89,-8,95,86
O=S(=O)(NCCNc1nccc(C(F)(F)F)n1)c1ccccc1,3,109,105,-7,x,5,x,x
CCCCN(CCCNC(=O)C1CCCN(S(=O)(=O)CC)C1)Cc1ccccc1 (stereo unspecified),0,98,101,-3,104,-13,102,99
CC1(C)O[C@@H]2[C@H](O1)[C@@H](COS(=O)(=O)O)O[C@H]2n1c(=S)[nH]c2c(=O)[nH]c(N)nc21,0,91,98,-4,94,0,97,106
CC1(C)CC(CCNS(=O)(=O)c2ccccc2)(c2ccccc2)CCO1 (stereo unspecified),1,100,102,-10,96,2,93,86
O=C(Nc1ccc2c(c1)OCO2)C1CC(=O)N(c2ccccc2)C1 (stereo unspecified),5,100,99,-3,96,4,94,90
NC(=O)/C(=C\c1ccccc1)NC(=O)c1ccc(NC(=O)c2ccccc2)cc1,2,99,104,-22,101,24,109,106
# (continued)
SMILES,GRK2 aptamer HTS,MEP2 TOR yeast,RPL19A TOR yeast,JMJD2C inh,CIT2 TOR yeast,VLA-4 inh,AGP1 TOR yeast,LAP4 TOR yeast
O=C(Cn1nnc(-c2ccc(OCc3ccccc3F)cc2)n1)N1CCOCC1,1,99,97,-5&-11,96,10,98,103
CN1CCN(C(=O)CCN2C(=O)/C(=C\c3ccc(F)cc3)SC2=S)CC1,0,115,105,-8,108,-17,103,97
CCOc1ccc(C(=O)NN2CCOCC2)cc1,0,103,108,-10,88,9,94,68
O=C(OC1CCCCC1)c1ccc(NC(=O)c2ccco2)cc1,1,103,102,4,92,-7,99,116
Cc1c(C)c2ccc(OCC(=O)Nc3cccnc3)cc2oc1=O,0,182*[may fluoresce violet],15*[may fluoresce violet],0,u,0,u,70[may fluoresce violet]
COc1cccc(CC(=O)Nc2ccc(S(=O)(=O)N3CCOCC3)cc2)c1,1,112,106,-1,103,2,105,104
COc1cc(CCC(=O)N2CCN(c3ncccn3)CC2)cc(OC)c1OC,1,93,89,21,91,0,x,103
COc1ccc(OC)c(S(=O)(=O)ON2C(=O)c3ccccc3C2=O)c1,1,87,101,1,80,40,78,182*
CCNC(=O)/C(C#N)=C/c1c(N2CCN(c3cccc(Cl)c3)CC2)nc2c(C)cccn2c1=O,4,112,105,3,96,6,102,97
O=C(O)CCCCCN1C(=O)/C(=C/c2ccncc2)SC1=S,1,92,102,4,88,0,100,103
CCOC(=O)CSc1nc2cccnc2n1-c1ccc(F)cc1,2,100,100,-14,82,7,101,100
Cc1cc(NC(=O)CSc2nnnn2-c2ccc(F)cc2)no1,0,106,97,-1,100,1,88,90
COc1cc(C(=O)NN2C(=O)NC3(CCC(C)CC3)C2=O)ccc1OC(F)F (stereo unspecified),8,100,110,-2,108,1,107,105
COC(=O)CCC(=O)OC1(C)C(=O)C=C2C=C(C3CC3)N(Cc3ccccc3)C=C2C1=O (stereo unspecified),2,99,100,-3,95,23,100,93
O=C(NCCCn1ccnc1)c1ccc(S(=O)(=O)Nc2ccccc2)cc1,2,98,98,1,120,25,114,111
CCC(=O)Nc1c2c(nn1-c1ccc(OC)cc1)CSC2,0,95,96,-2,108,2,99,91
O=C(NC1CCCCC1)N(Cc1nc2ccccc2c(=O)[nH]1)C1CCCC1,0,82,94,-12,96,13,x,80
C=CCNC(=S)N1CCc2c([nH]c3ccccc23)C1C (stereo unspecified),0,102,101,3,94,-2,96,112
N#CC1=C(N)Oc2c(oc(CO)cc2=O)C1c1cccs1 (stereo unspecified),2,108,94,16,x,8,99,89
COc1ccc(Cc2nc3ccc(C(=O)N4C[C@@H](C)O[C@@H](C)C4)cc3o2)cc1OC,5,101,100,-23,104,-106,107,98
O=C(CNC(=O)c1cccc(Cl)c1)NCCCSc1ccccc1,0,99,90,-2,81,5,92,92
CCOc1ccccc1N1CCN(CC(=O)Nc2ccnn2C2CCCC2)CC1,4,98,97,-7,101,-11,97,95
COc1ccc(CN2CCN(Cc3csc(C(C)=O)c3)CC2CCO)c(C)c1C (stereo unspecified),0,108,101,-6,102,-8,106,99
COc1cc([N+](=O)[O-])ccc1NC(=O)CCCOc1ccccc1,3,79,92,4,82,12,x,87
O=Cc1c(Cl)nc2ccccn12,0,115,104,-9,127,-1,116,112
# Next structures:
SMILES,GRK2 aptamer HTS,MEP2 TOR yeast,RPL19A TOR yeast,JMJD2C inh,CIT2 TOR yeast,VLA-4 inh,AGP1 TOR yeast,LAP4 TOR yeast
COn1c(-c2ccccc2)nc2ccc(Cl)cc21,0,94,109,-5,100,6,99,107
O=C(c1ccc([N+](=O)[O-])cc1)N(Cc1cccs1)C1CCS(=O)(=O)C1 (stereo unspecified),0,100,101,26,96,-1,98,95
CCC(=O)NCCCc1nc2ccccc2n1Cc1ccccc1F,0,98,99,-2,106,19,103,97
COc1ccc(CCNC(=O)CCNC(=O)N2CC(=O)Nc3ccccc32)cc1,0,99,102,4,108,-5,102,91
COc1cccc(CNC(=O)c2nnn(CC(=O)Nc3cc(Cl)ccc3C)c2N)c1,0,109,103,8,109,-3,107,108
Cc1cc(=O)n(CC(C)C)c(O)c1C#N,3,96,95,-3,93,20,97,99
Nc1cc(N2CCCCCC2)c2nonc2c1[N+](=O)[O-],0,108,107,1,87,-12,98,104
CC(C)NC(=O)c1cnc(N2CCN(c3ccccn3)CC2)c2ccccc12,3,104,98,1,101,-12,101,99
Cc1cc(=O)oc2cc(OCCSCCN3CCCCC3)ccc12,1,102,98,-9,x,9,x,x
Clc1ccc(CSc2nc3ccncc3[nH]2)cc1,1,99,105,9,126,-11,108,108
O=C(NC(=S)Nc1cccnc1Cl)c1ccco1,1,107,105,4,104,-5,106,90
